Compound activity as filed in PubChem BioAssay.
DT40 TDP1 no CPT = qHTS for Inhibitors of human tyrosyl-DNA phosphodiesterase 1 (TDP1): qHTS in cells in absence of CPT | DT40 Tdp1-/- hTDP1 cells, no CPT, ATP luminescence, 48 h | Potency, µM (titrated, usually from 46.2 µM), for inactives: at the top dose activity change, negative = growth inhibition, most hits filed as inhibitors | 15% of 420,000 active | AID 686978, 2013; also: nearly all actives have a fitted effect of over 55% in size
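A cellular qHTS used chicken DT40 cells lacking endogenous Tdp1 but carrying stably transfected human TDP1. Compounds were applied without camptothecin, and cell growth kinetics were judged by ATP-dependent luminescence after ≥48 hr.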
DT40 TDP1 CPT = growth inhibition of DT40 Tdp1-/-;hTDP1 cells with camptothecin (screen for TDP1 inhibitors); chicken DT40 Tdp1-/-;hTDP1 cells + 20 nM CPT, ATP luminescence, 48 h; Potency, µM (series often up to 46.2 µM), without a hit: top-dose activity change, negative = growth inhibition, usual class: inhibitors; 12% of 420,000 active; AID 686979; also: nearly all actives have a fitted effect of over 55% in size
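Cell growth measured by CellTiter-Glo luminescence after a minimum 48 h, 37 C compound exposure with 20 nM CPT in Tdp1-knockout DT40 cells stably expressing hTDP1, seeded 400/well; qHTS titration format.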
TDP1 inh = inhibitors of human tyrosyl-DNA phosphodiesterase TDP1. Q9NUW8. recombinant TDP1, AlphaScreen DNA substrate cleavage. Potency, µM (doses to about 130 µM), inactives show at the top dose activity change, negative = inhibition, hits mostly inhibitors. 0.28% of 350,000 active; also: nearly all actives have a fitted effect of over 40% in size
Target sequence (Q9NUW8 whole entry, looked up): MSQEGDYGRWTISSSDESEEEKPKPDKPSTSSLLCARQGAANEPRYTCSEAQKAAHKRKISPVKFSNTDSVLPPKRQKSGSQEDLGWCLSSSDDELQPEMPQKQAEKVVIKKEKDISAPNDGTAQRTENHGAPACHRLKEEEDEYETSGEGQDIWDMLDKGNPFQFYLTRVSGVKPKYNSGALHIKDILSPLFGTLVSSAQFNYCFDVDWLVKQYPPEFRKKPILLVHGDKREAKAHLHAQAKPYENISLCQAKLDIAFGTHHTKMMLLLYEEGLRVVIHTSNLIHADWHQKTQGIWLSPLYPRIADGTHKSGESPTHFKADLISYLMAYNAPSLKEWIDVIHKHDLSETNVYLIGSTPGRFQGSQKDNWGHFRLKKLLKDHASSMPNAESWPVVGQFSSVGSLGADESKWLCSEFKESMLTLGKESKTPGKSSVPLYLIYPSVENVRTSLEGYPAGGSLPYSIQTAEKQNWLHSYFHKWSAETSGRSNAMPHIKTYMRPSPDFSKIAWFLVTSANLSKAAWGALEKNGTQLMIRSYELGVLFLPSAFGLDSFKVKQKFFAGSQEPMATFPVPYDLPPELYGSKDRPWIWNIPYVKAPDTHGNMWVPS
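Tdp1 1 nM final; 15 min RT w/ cpd; substrate 15 nM, 5 min; beads 10 ug/ml, 10 min; AlphaScreen read. Neg ctrl: no enzyme.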
Numbers without * were called inactive; ? = inconclusive; nt = not tested or not shown; & = joins results of further samples; [ ] = another dose, or the depositor's remark. Calls follow the shape of the dose curve; as a rule, active = well fitted curve in the direction sought with a large enough effect; inconclusive = small, poorly fitted or top-dose-only effect, or another doubt; inactive = no such curve, though single readings can be large; an effect the other way counts as inactive or inconclusive. % is scaled to controls: 0 for no effect and ±100 for the full control effect; potency is read from the fitted curve at half-maximal effect.

SMILES	DT40 TDP1 no CPT	DT40 TDP1 CPT	TDP1 inh
CC(=O)C1CCC2C3CC(C)=C4CC(O)CCC4(C)C3CCC12C (stereo not given)	21µM*	3%	nt
COc1ccc(-c2nc(CN3CCC(C(=O)NCCCOC(C)C)CC3)c(C)o2)cc1OC	-15%	-2%	3%
COc1ccc(NC(=S)NC(=O)/C=C/c2ccco2)cc1	?	?	3%
Clc1ccccc1NCSC1=NCCS1	-29%	-29%	nt
CCOC(=O)CC1C(=O)NCCN1S(=O)(=O)c1ccc(OC)cc1 (stereo not given)	3%	16%	0%
Cc1cc(-c2nnc(CCC(=O)NC(C)(C)C34CC5CC(CC(C5)C3)C4)o2)no1	?	-15%	nt
CCN(CC)S(=O)(=O)c1ccc(C(=O)Nc2cc(S(=O)(=O)N3CCOCC3)ccc2N2CCN(C)CC2)cc1	5%	8%	nt
O=C(NCc1cccnc1)c1c(F)c(F)c(F)c(F)c1F	-21%	23%	0%
Cc1ccc(N2C(=O)CC(Sc3ccccc3C(=O)O)C2=O)cc1C (stereo not given)	12µM*	4.1µM*	2%
CC(=O)c1cccc(NC(=O)c2ccc(-n3c(C)nnc3C)cc2)c1	0%	5%	2%
CCc1ccc(NC(=O)c2[nH]c(C)c(C(C)=O)c2C)cc1	-7%	3%	4%
CC(=O)Nc1ccc(S(=O)(=O)NCC(=O)OCC(=O)N2CCCCCC2)cc1	-2%	3%	1%
Cc1cccnc1C1=NOC(Cc2ccccc2)C(=O)N1C (stereo not given)	-20%	-11%	nt
COc1ccccc1-c1cc(C(=O)Nc2cccnc2Cl)no1	-16%	8%	-6%
Cc1ccc(/C=N/Nc2nc3ccccc3s2)o1	?	?	11%
Cc1ncc2c(c1CNC(=O)c1ccccc1F)CCN(C(=O)c1ccccc1-n1cccn1)C2	-29%	11%[9.04 µM]	nt
Cc1cc(C)c(S(=O)(=O)N(C)Cc2cnn(C)c2)c(C)c1	-20%	?	-2%
COc1ccccc1N=Cc1c(C)[nH]n(-c2ccc(C)cc2C)c1=O	-9%	8%	3%
CN(c1ccccc1)S(=O)(=O)c1ccc(C(=O)NCc2cccnc2)cc1	-41%	?	nt
COc1ccc(C2=NOC(C(=O)NCc3ccc(F)cc3)C2)cc1OC (stereo not given)	5.8µM*	5.8µM*	2%
O=[N+]([O-])c1ccc(CSc2nc3ncc(Br)cc3[nH]2)cc1	-17%	-11%	2%
Nc1nc(SCC(=O)Nc2ccc3c(c2)CCC3)n[nH]1	-6%	-4%	1%
Clc1ccccc1-c1nnc2sc(-c3ccc4c(c3)OCO4)nn12	?	16µM*	6%
COc1cccc(N2C(=O)CC(NNc3nc4ccccc4s3)C2=O)c1 (stereo not given)	4%	16%	nt

Exported as comma-separated lines: three of the compounds above.
smiles,DT40 TDP1 no CPT,DT40 TDP1 CPT,TDP1 inh
Cc1ncc2c(c1CNC(=O)c1ccccc1F)CCN(C(=O)c1ccccc1-n1cccn1)C2,-29%,11%[9.04 µM],nt
Cc1cc(C)c(S(=O)(=O)N(C)Cc2cnn(C)c2)c(C)c1,-20%,?,-2%
COc1ccccc1N=Cc1c(C)[nH]n(-c2ccc(C)cc2C)c1=O,-9%,8%,3%

(next part)
SMILES	DT40 TDP1 no CPT	DT40 TDP1 CPT	TDP1 inh
Cc1ccc(-c2nnn3c2nc(N2CCC(C)CC2)c2ccccc23)cc1	-20%	3%	-6%
Cc1cc(C)c(NC(=O)CSCc2nc3sc(C)c(C)c3c(=O)[nH]2)c(Cl)c1	?	?	-3%[56.1 µM]
Cc1cc(-c2ccnc(-n3ncc(C(=O)NCCc4ccncc4)c3C)n2)c(C)s1	-21%	-2%[9.04 µM]	nt
COc1ccc(CCN2CC(C(=O)OCC(=O)N(C)CC(=O)Nc3ccccc3Cl)CC2=O)cc1OC (stereo not given)	20%	1%	nt
COc1ccc(N(C(=O)c2cccnc2)S(=O)(=O)c2cccs2)cc1	?	16%	-1%
COc1ccccc1NS(=O)(=O)c1ccc(C(=O)NCc2ccco2)cc1	?	10µM*	1%
Cc1ccc(N2C(=O)N(CC(=O)Nc3cc(C)cc(C)c3)C(=O)C2C)cc1 (stereo not given)	?	?	3%
COc1ccc(OCCOc2ccccc2[N+](=O)[O-])cc1	?	1%	0%
O=C1OC(CC(=O)N(Cc2nnc(-c3ccc(Cl)cc3)o2)C2CC2)c2ccccc21 (stereo not given)	-27%	?	1%
CC(=O)OC(C)C[N+](C)(C)C (stereo not given)	-4%	?	-5%
Cc1ccc(C(C)C)c(OCC(=O)N/N=C2\CC(=O)CC(C)(C)C2)c1	-26%	-39%	0%
CN(CCNC(=O)CN1CCN(Cc2ccccc2Cl)C1=O)Cc1ccccc1	?	-10%	4%
CCOC(=O)C(C)NC(=O)c1c(C)oc2ncn(CC(C)C)c(=O)c12 (stereo not given)	23µM*	?	1%
O=P(c1ccccc1)(c1ccccc1)C(c1ccco1)N1CCOCC1 (stereo not given)	?	?	2%
CCOC(=O)Nc1cc2c(C)cc(=O)oc2cc1C	4%	5%	0%
Cc1cccc(-c2noc(CN(C(=O)C(c3ccccc3)c3ccccc3)C(C)C)n2)c1	16µM*	?	1%
Fc1cc(F)cc(-c2oncc2-c2nnnn2-c2ccccc2)c1	6%	-13%	-2%
Cc1ccc(/C(O)=C2\C(=O)C(=O)N(C)C2c2ccc([N+](=O)[O-])cc2)cc1 (stereo not given)	-8%	3%	nt
CCOC(=O)C(C(C)=O)=C1SC2CS(=O)(=O)CC2S1 (stereo not given)	-20%	-6%	2%
COc1ccc(-c2oc3ccccc3c2C(=O)OCc2ccccc2)cc1	-2%	-6%	nt
COc1ccc(CN2CC(=O)N3[C@H]4c5ccc(OC)cc5OC[C@@H]4[C@H](c4ccccc4)[C@]3(C)C2=O)cc1	18µM*	?	2%
Brc1ccc2c(c1)NC(c1cccnc1)=NC(c1ccccc1)=N2	?	?	7%
Cc1ccc(S(=O)(=O)N(C)C)cc1-n1c(SCC(=O)Nc2ccc(F)cc2)nc2ccccc2c1=O	?	?	0%
CC(C)CCN1CCC(CN2C(=O)C(=O)NC[C@@H]2CC(C)C)CC1	-5%	-22%	nt
CC(C)(C)c1ccc(OCCCC(=O)N2CCOCC2)cc1	?	?	0%
CCc1c(C(C)S(=O)(=O)c2ccc(C)cc2)[nH]c(=O)n1-c1ccc(OC(F)(F)F)cc1 (stereo not given)	-27%	-27%	4%
COCOCCn1cc(CN2CCS(=O)(=O)N(Cc3ccc(-c4cccc(N(C)C)c4)cc3)C(CC(C)C)C2=O)nn1 (stereo not given)	?	?	nt
Cc1ccc(-c2nnc(SCC(=O)Nc3ccc(S(=O)(=O)N4CCCCCC4)cc3)o2)cc1	-16%	?	3%
CCOc1ccc(NS(=O)(=O)c2ccc(C(=O)NCC3(N(C)C)CCCCC3)cc2)cc1	?	?	1%
COc1ccccc1CNCCS(=O)(=O)NN1CCOCC1	-5%	-5%	1%[56.1 µM]
CN1CCn2cnc(C(=O)N[C@@H](Cc3ccccc3)C(=O)OC(C)(C)C)c2C1=O	-1%	6%	nt
CCCn1c(NC(=O)c2ccc(Cl)c(S(=O)(=O)N3CCCC3)c2)nc2ccccc21	16µM*	23µM*	11%
Cc1ccc(C(=O)CC2(O)C(=O)N(CCc3ccccc3)c3ccc(Br)cc32)cc1 (stereo not given)	16µM*	?	nt
CCOC(=O)C1=C(C)NC(C)=C(C(=O)OCC)C1C1=COCCO1	-26%	25%	-4%
Cn1nc(C(=O)Nc2nc3ccc(S(C)(=O)=O)cc3s2)ccc1=O	?	?	-2%
CC(C)c1ccccc1NC(=O)Nc1ccc(F)cc1F	-21%	-30%	2%
N#CC1(NC(=O)CSc2nnc(COc3ccccc3F)n2N)CCCCC1	14%	-14%	7%[0.505 µM]
CSc1ccc(C(=O)C2CCCN(Cc3cccn3-c3cccnc3)C2)cc1 (stereo not given)	5.2µM*	4.6µM*	5%
Cc1ccc(Cn2c(Sc3nnc(C)s3)nc3c2c(=O)[nH]c(=O)n3C)cc1	23µM*	?	5%
O=C1c2ccccc2C(=O)C1c1ccc(F)cc1	0%	9%	10%
COc1ccc(C(C)(O)c2nc(-c3ccc(F)cc3OC)cs2)cc1 (stereo not given)	10µM*	8.2µM*	nt
Cc1ccc(/C=N/NC(=O)CCSc2ccccc2)cc1	-8%	-3%	1%
O=C(O)c1ccc(N/N=C/c2ccnc3ccccc23)cc1	-29%	-29%	nt
CCOc1ccc(N(CC(=O)NCc2ccc(OC)cc2)S(=O)(=O)c2c(C)[nH]c(=O)[nH]c2=O)cc1	2%&12%	1%&-19%	1%&3%
O=c1cc2n(c(=O)[nH]1)CCC1=C2CCCC1	-11%	-4%	0%
CCOC(=O)C1=C(C)Nc2ccccc2N=C1NC(=O)CCCN1C(=O)c2ccccc2C1=O	-9%	-3%	0%
COc1ccc(NC(=O)COC(=O)c2cc(S(=O)(=O)N3CCCC3)ccc2O)cc1	10%	3%	1%
O=C(c1ccccc1)c1ccc(N2CCN(C(=O)c3ccc(F)cc3F)CC2)c(F)c1	?	23µM*	nt
Cc1sc2ncnc(N3CCN(Cc4ccccc4)CC3)c2c1-c1ccccc1	?	?	8%
CC1=C(C(=O)Nc2cc(C(=O)N(C)Cc3ccccc3)ccc2C)SCCO1	-2%	-25%	3%
O=C(CN(c1cccc(C(F)(F)F)c1)S(=O)(=O)c1ccc(Cl)c([N+](=O)[O-])c1)NCc1ccccc1Cl	16µM*	16µM*	8%
O=C(O)C1CN(C(=O)c2cccc(Br)c2)C1	5%	1%	-3%
O=C(Nc1ccc2c(c1)OCO2)c1cc(C2CCCCN2S(=O)(=O)c2cccs2)on1 (stereo not given)	23µM*	?	nt
O=C(CCc1ccccc1)Nc1ccc(F)cc1F	-5%	4%	6%
Cn1c(Oc2ccc(F)cc2)nc2c1c(=O)n(Cc1ccccc1Cl)c(=O)n2C	12µM*	23µM*	-2%
COc1ccc(-c2nc(NC(=O)c3c(C)noc3C)sc2C)cc1	21µM*	10µM*	4%
COC(=O)c1cn(CC(=O)N2CCCCCC2)c2ccccc12	3%	-1%	1%
O=C(NNC(=O)c1ccc(-n2cncn2)c([N+](=O)[O-])c1)c1ccc(Cl)cc1	-15%	-46%	3%
CCCCNC(=O)C(CC)Sc1nc2ccccc2c(=O)n1CCc1ccc(OC)c(OC)c1 (stereo not given)	8.2µM*	8.2µM*	-1%
O=C(NCCCN1CCOCC1)c1ccc2c(c1)N(Cc1ccc(F)cc1)CCS2	?	16µM*	6%

Filtered by structure: those above containing a COOH group.
SMILES	DT40 TDP1 no CPT	DT40 TDP1 CPT	TDP1 inh
Cc1ccc(N2C(=O)CC(Sc3ccccc3C(=O)O)C2=O)cc1C (stereo not given)	12µM*	4.1µM*	2%
O=C(O)c1ccc(N/N=C/c2ccnc3ccccc23)cc1	-29%	-29%	nt
O=C(O)C1CN(C(=O)c2cccc(Br)c2)C1	5%	1%	-3%

Next structures.
SMILES	DT40 TDP1 no CPT	DT40 TDP1 CPT	TDP1 inh
COc1ccc(NC(=O)CN(C)C(=O)c2ccc(OCc3ccccc3)c(OC)c2)cc1	-2%	-6%	1%
Cc1ccc(N2C(=O)c3ccccc3C2Nc2ccccc2F)nc1 (stereo not given)	?	?	1%
Cc1cccc(C)c1NC(=S)NCc1ccncc1	3%	18%	1%
Cc1ccccc1-c1noc(-c2cccnc2NCc2ccco2)n1	3%	-24%	6%
COc1ccc(-n2c(SCC(=O)Nc3sc4c(c3C#N)CCCC4)nnc2-c2ccc(O)cc2)cc1	10%	-19%	10%

Sorted by molar mass (high to low): part of the list above
SMILES	DT40 TDP1 no CPT	DT40 TDP1 CPT	TDP1 inh
COc1ccc(NC(=O)CN(C)C(=O)c2ccc(OCc3ccccc3)c(OC)c2)cc1	-2%	-6%	1%
O=C(NCCCN1CCOCC1)c1ccc2c(c1)N(Cc1ccc(F)cc1)CCS2	?	16µM*	6%
Cc1ccc(N2C(=O)c3ccccc3C2Nc2ccccc2F)nc1 (stereo not given)	?	?	1%

Whole records, looked up by structure. Screens in order: DT40 TDP1 no CPT | DT40 TDP1 CPT | TDP1 inh
CCOC(=O)CC1C(=O)NCCN1S(=O)(=O)c1ccc(OC)cc1 (stereo not given) is listed as 3% | 16% | 0%
Cc1ccc(/C(O)=C2\C(=O)C(=O)N(C)C2c2ccc([N+](=O)[O-])cc2)cc1 (stereo not given) is listed as -8% | 3% | nt
O=C(Nc1ccc2c(c1)OCO2)c1cc(C2CCCCN2S(=O)(=O)c2cccs2)on1 (stereo not given) is listed as 23µM* | ? | nt
Cc1cc(C)c(S(=O)(=O)N(C)Cc2cnn(C)c2)c(C)c1 is listed as -20% | ? | -2%
Cc1ccc(Cn2c(Sc3nnc(C)s3)nc3c2c(=O)[nH]c(=O)n3C)cc1 is listed as 23µM* | ? | 5%
